High-throughput results from PubChem.
PP1 inh: PP1-alpha phosphatase inhibitors, primary screen, counter-screen for PP5 inhibitor project, biochemical, fluorescence, OMFP substrate, single point; inhibition, % at 6.7 µM; Serine/threonine-protein phosphatase PP1-alpha catalytic subunit (Homo sapiens), P62136; AID 2235, 2010; 0.9% of 320,000 active; purified PP1alpha;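 active = inhibition above the mean inhibition of all tested compounds plus 3 SD, computed separately for each screening campaign, cut at about 15% in these data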
Target sequence (P62136 whole entry, looked up): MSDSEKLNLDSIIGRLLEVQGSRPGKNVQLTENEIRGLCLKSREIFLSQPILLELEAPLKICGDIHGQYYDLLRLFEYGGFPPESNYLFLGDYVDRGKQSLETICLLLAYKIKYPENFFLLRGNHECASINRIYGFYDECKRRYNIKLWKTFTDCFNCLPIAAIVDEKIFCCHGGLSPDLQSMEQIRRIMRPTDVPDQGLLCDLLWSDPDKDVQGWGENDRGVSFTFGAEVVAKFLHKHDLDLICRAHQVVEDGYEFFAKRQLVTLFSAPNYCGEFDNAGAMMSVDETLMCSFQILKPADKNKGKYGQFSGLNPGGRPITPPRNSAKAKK
TPT1 inh: Candida albicans TPT1 enzyme inhibitors, primary screen, biochemical, fluorescence polarization; tRNA 2'-phosphotransferase TPT1 (Candida albicans SC5314); recombinant caTPT1, FP RNA substrate dephosphorylation; 0.81% of 300,000 active; AID 1962, 2009; inhibition, % at 5 µM;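 active = inhibition above the mean of all tested compounds plus 3 SD, set per screening campaign, cut at about 24% in these data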;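 also: plate controls were DMSO alone for no effect and ferristatin control at 100 nM for full effect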
EBNA-1 inhibitor: EBNA-1 DNA-binding inhibitors, primary screen, biochemical, fluorescence polarization | inhibition, % at 14.8 µM | AID 1950, 2009 | 0.34% of 300,000 active; in the data active = inhibition above about 28%
CTSL1 counter: Fasciola hepatica cathepsin L1 inhibitors, primary screen, counter-screen for PFM18AAP inhibitor project, biochemical, QFRET, fluorogenic peptide substrate; recombinant F. hepatica cathepsin L1, Z-Leu-Arg-MCA fluorescence; inhibition, % at 5.96 µM; 0.49% of 300,000 active; AID 1906, 2009;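 active = inhibition above the mean of all tested compounds plus 3 SD, set per screening campaign, cut at about 17% in these data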;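 also: 0% = plate median of test compound wells and 100% = 1 µM Z-Phe-Ala-diazomethylketone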
ZTA DNA inh: ZTA (EBV) inhibition in EBNA-1 counter-screen; P03206; ZTA-DNA binding, fluorescence polarization; inhibition, % at 11 µM; 0.15% of 320,000 active; in the data active = inhibition above about 33%
HCV core dimer: inhibitors of HCV core protein dimerization, primary screen, biochemical, TR-FRET, high-throughput; TR-FRET GST/Flag-core106 dimerization, 1536-well; inhibition, % at 5 µM; 0.33% of 300,000 active; AID 1899, 2009;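 active = inhibition above the mean of all tested compounds plus 3 SD, set per screening campaign, cut at about 45% in these data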
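test system = GST/Flag-tagged HCV core106 proteins | probe or stimulus = Eu donor and XL665 acceptor anti-tag antibodies | times = compound-protein-antibody incubation 4 h at 22.5 °C | signal = TR-FRET, excitation 340 nm, emission 617 and 671 nm | measure = percent inhibition of core106 dimerization signal | controls = wells lacking GST-core106 and wells with excess unlabelled core106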
PREPL inhibitor: PREPL enzyme inhibitors, primary screen, biochemical, fluorescence polarization; Prolyl endopeptidase-like (Homo sapiens), Q4J6C6; recombinant PREPL, fluorescence polarization activity-based probe; inhibition, % at 5.96 µM; AID 2751, 2010; 0.68% of 320,000 active; in the data active = inhibition above about 43%;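 also: 0% = enzyme with DMSO and 100% = wells lacking enzyme; many of its hits are not listed in these tables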
Target sequence (Q4J6C6 whole entry, looked up): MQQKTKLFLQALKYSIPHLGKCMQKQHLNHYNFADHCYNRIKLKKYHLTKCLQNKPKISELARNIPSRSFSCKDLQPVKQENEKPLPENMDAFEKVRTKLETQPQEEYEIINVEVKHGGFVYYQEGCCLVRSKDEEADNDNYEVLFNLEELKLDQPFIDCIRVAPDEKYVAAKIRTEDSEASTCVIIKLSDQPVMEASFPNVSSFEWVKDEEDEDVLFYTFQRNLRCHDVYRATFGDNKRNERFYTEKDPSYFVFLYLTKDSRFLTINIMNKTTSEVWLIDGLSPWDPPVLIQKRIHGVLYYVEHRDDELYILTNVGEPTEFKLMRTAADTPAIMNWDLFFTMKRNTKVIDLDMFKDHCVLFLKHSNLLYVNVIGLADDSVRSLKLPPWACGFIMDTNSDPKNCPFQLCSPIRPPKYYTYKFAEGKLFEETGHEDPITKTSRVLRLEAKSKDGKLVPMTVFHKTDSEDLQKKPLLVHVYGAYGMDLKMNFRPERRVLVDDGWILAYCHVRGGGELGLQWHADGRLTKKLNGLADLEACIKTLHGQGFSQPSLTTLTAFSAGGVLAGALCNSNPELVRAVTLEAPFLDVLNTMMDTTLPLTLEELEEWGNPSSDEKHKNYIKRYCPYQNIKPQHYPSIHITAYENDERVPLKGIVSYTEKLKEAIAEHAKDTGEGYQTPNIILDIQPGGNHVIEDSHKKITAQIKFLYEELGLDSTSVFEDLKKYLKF
Efflux pump inh: inhibitors of Candida efflux pumps in yeast, primary screen, S. cerevisiae, Nile Red, multiplex. inhibition, % at 10 µM. S. cerevisiae Candida pump triplex. 0.44% of 330,000 active;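 active = plate passing quality check with inhibition over a set limit, or well fluorescence over plate mean plus 4 SD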;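 also: Nile Red retained in pooled yeast measured as flow cytometry median fluorescence; 0% = buffer negative control and 100% = Enniatin B positive control; higher means more Nile Red kept so more efflux inhibition; some compounds called inactive have numbers as strong as hits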
PP5 inh: PP5 phosphatase inhibitors, primary screen, biochemical, fluorescence; inhibition, % at 6.7 µM; AID 1987, 2009; 0.18% of 320,000 active; purified PP5c, OMFP substrate fluorescence;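 active = inhibition above the campaign's mean inhibition across all tested compounds plus 3 SD, cut at about 9.5% in these data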;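 also: 0% = DMSO only and 100% = 100 µM cantharidin control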
Starred values were filed as active, the others as inactive; x = not tested or not shown. An excerpt; the hit share may differ from the screen's.

SMILES	PP1 inh	TPT1 inh	EBNA-1 inhibitor	CTSL1 counter	ZTA DNA inh	HCV core dimer	PREPL inhibitor	Efflux pump inh	PP5 inh
CSc1ccc(S(=O)(=O)NC2CC3CCC2C3)cc1 (centres undefined)	1.4	0.6	-10.4	6.0	-15.9	1.6	11.8	0.4	1.6
O=C(Nc1nnc(C2CC2)s1)c1ccncc1	-5.4	3.3	-11.2	4.2	-5.6	-7.2	1.8	0.2	3.3
COC(=O)c1sc(=S)n(-c2ccc(Cl)cc2)c1C	0.5	-3.5	-4.3	-1.3	-25.8	0.3	-0.8	-0.1	2.0
Fc1ccc(Nc2nc3ccccc3s2)cc1	1.6	-1.4	5.8	0.4	-0.4	0.3	9.3	-0.2	1.4
COc1ccc(CNC(=O)C(C)N(Cc2ccccc2OC)C(=O)c2snc(C(N)=O)c2N)cc1 (centres undefined)	2.6	3.5	4.3	3.4	-9.7	3.0	-4.0	0.1	1.1
COc1ccccc1OCCCC(=O)NC(C)c1ccccc1 (centres undefined)	1.0	-3.2	8.9	-3.8	9.5	-0.9	-1.7	0.0	-0.7
CCOc1ccc(CN=C(N)N=C(N)N)cc1Cl	3.3	-2.3	8.2	1.0	6.7	4.8	-1.7	0.0	2.2
O=C(COc1ccccc1-c1ccccc1)NNC(=O)NC1CCCCC1	-3.3	2.5	-18.8	-2.0	-11.8	4.6	-7.5	-0.1	4.8
Cc1[nH]c(C)c(S(=O)(=O)NCc2ccc(N(C)C)cc2)c1C(=O)N1CCCC1	-4.8	3.8	6.6	0.0	-1.5	2.8	1.4	-0.2	-2.0
CCOC(=O)C1(CCOc2ccccc2)CCN(Cc2cnc(C)s2)CC1	-1.8	-3.5	8.9	5.1	-5.0	1.7	14.0	0.0	-1.7
COc1ccc(C(=O)O)cc1S(=O)(=O)Nc1cc(Cl)ccc1N1CCOCC1	-0.3	x	x	x	-3.3	x	10.6	-0.1	1.9
O=C(COc1ccc2ccccc2c1)NNC(=O)Nc1ccccc1F	1.8	-1.7	4.3	-1.1	-2.0	5.5	-6.6	0.0	4.8
COc1ccc(CCNC(=O)CSc2nnc(Cn3c(=O)sc4ccccc43)n2C)cc1OC	-2.1	0.8	-0.3	0.1	12.2	-3.5	9.3	-0.2	2.5
CCN(CC)CCC(=O)Nc1cccc2c1C(=O)c1ccccc1C2=O	-0.9	-12.5	4.5	0.2	4.2	0.8	23.5	-0.1	-0.1
O=S(=O)(N/N=C/c1cccnc1)c1ccc(Cl)c(Cl)c1	-1.7	-1.5	-5.4	-2.8	-17.0	-1.7	7.0	-0.2	6.2
Cc1ccc(C)c(SCC(=O)OCC(=O)Nc2ccc(S(=O)(=O)N3CCOCC3)cc2)c1	-1.3	-0.1	-14.9	-13.5	-9.8	-3.3	1.3	-0.1	4.5
CS(=O)(=O)N(CC(=O)NCc1ccco1)c1cccc([N+](=O)[O-])c1	6.4	1.1	10.0	-2.9	6.4	-1.3	0.7	-0.1	-1.1
O=[N+]([O-])c1ccc2nc(SCc3cn4ccccc4n3)[nH]c2c1	0.8	5.3	-2.7	-6.2	5.3	3.9	7.6	-0.7	-2.8
Cc1cc(C)cc(NC(=S)Nc2ccc3cn[nH]c3c2)c1	2.4	-0.6	-1.0	1.7	-4.2	-1.0	-1.1	0.1	1.4
CCOCC(=O)N1CCN(c2ccccc2OC)CC1	-3.5	-1.6	7.3	-0.5	-10.4	-2.9	8.5	-0.1	-0.8
Cc1cccc(/C=N/NC(=O)c2ccncc2)n1	1.8	-0.7	8.5	-1.2	-10.3	-2.6	-6.2	-0.1	0.8
CCn1c(=O)n(CC(=O)N2CCN(c3ccccc3F)CC2)c(=O)c2ccccc21	-2.3	-7.7	4.5	-2.3	17.3	0.4	32.7	-0.1	-0.3
CCOc1ncccc1C(=O)NCc1ccc(OC)c(OC)c1	-4.4	0.0	6.6	5.9	9.4	-0.8	5.9	0.0	2.7
CCCn1c(O)c(N=NC(=O)c2ccco2)c2ccccc21	0.1	3.7	0.5	-0.4	2.8	-8.4	-6.5	0.1	-1.0
Cc1ccc(C(=O)O)cc1NC(=S)NC(=O)c1ccc([N+](=O)[O-])cc1Cl	2.9	-0.7	6.5	-1.5	-5.6	-3.1	5.3	-0.6	4.0

Nothing new here: an excerpt of the list.
SMILES	PP1 inh	TPT1 inh	EBNA-1 inhibitor	CTSL1 counter	ZTA DNA inh	HCV core dimer	PREPL inhibitor	Efflux pump inh	PP5 inh
CCn1c(=O)n(CC(=O)N2CCN(c3ccccc3F)CC2)c(=O)c2ccccc21	-2.3	-7.7	4.5	-2.3	17.3	0.4	32.7	-0.1	-0.3
CCOc1ncccc1C(=O)NCc1ccc(OC)c(OC)c1	-4.4	0.0	6.6	5.9	9.4	-0.8	5.9	0.0	2.7
CCCn1c(O)c(N=NC(=O)c2ccco2)c2ccccc21	0.1	3.7	0.5	-0.4	2.8	-8.4	-6.5	0.1	-1.0
Cc1ccc(C(=O)O)cc1NC(=S)NC(=O)c1ccc([N+](=O)[O-])cc1Cl	2.9	-0.7	6.5	-1.5	-5.6	-3.1	5.3	-0.6	4.0

Later entries.
SMILES	PP1 inh	TPT1 inh	EBNA-1 inhibitor	CTSL1 counter	ZTA DNA inh	HCV core dimer	PREPL inhibitor	Efflux pump inh	PP5 inh
Cc1ccc(CNC(=O)CN2C(C)CCCC2C)cc1 (centres undefined)	-3.3	-1.4	-2.4	6.4	-28.6	-1.8	10.3	-0.1	-2.2
CC(C)CC(=O)Nc1ccc(S(=O)(=O)Nc2nccs2)cc1	3.3	-0.7	0.5	0.8	-2.7	-0.8	-1.8	0.1	1.2
Cc1ccc(/C=N/NC(=O)c2c[nH]c3ccccc23)o1	-0.3	-0.8	-2.7	3.1	3.1	-6.2	3.9	0.0	-1.5
O=S(=O)(c1ccc(N2CCN(S(=O)(=O)c3ccccc3)CC2)nc1)N1CCCC1	-0.3	-0.4	18.4	0.7	3.7	3.8	-0.7	-0.1	-0.6
CCC1CCCCN1C(=O)COC(=O)c1cc(Br)ccc1Cl (centres undefined)	-1.8	-2.5	-3.3	-4.8	-28.5	-0.9	10.8	0.1	1.1
O=C(C1CCN(C2CC(=O)N(c3cccc(Cl)c3)C2=O)CC1)N1CCCC1 (centres undefined)	-17.1	4.6	-9.5	2.9	-0.5	-4.0	8.8	0.3	0.6
COC(=O)C1(C)CCc2cc(OC)ccc2C1=O (centres undefined)	-1.4	-0.1	4.8	3.8	-4.9	-7.3	14.8	-0.3	-0.8
COc1ccc(NC(C)=O)cc1CNC(=O)CN1CCOCC1	-2.6	-0.4	0.0	-6.1	-0.7	3.6	-4.6	-0.2	0.3
CC(=O)Nc1ccc(S(=O)(=O)N(C)CC(=O)OC2CCCCC2=O)cc1 (centres undefined)	-0.2	x	x	x	-25.3	x	8.1	-0.1	1.2
CCC(C)c1ccc(S(=O)(=O)Nc2cccnc2)cc1 (centres undefined)	2.6	-6.0	-1.1	-5.1	-9.8	-8.9	-1.9	0.1	1.5
CN(C)C1(CNC(=O)Nc2ccccc2)CCCCC1	-1.6	1.8	-13.7	-2.8	-9.6	-2.5	-2.4	0.2	-0.2
CC1CC(=O)Nc2ccccc2N1S(=O)(=O)c1ccc(Cl)cc1 (centres undefined)	-2.1	73.6*	-2.6	-0.9	8.0	3.0	-2.1	0.1	-0.6
COc1ccc(CNC(=O)CCSCc2ccc(C)cc2)cc1	1.5	-0.3	4.3	-0.1	-0.1	2.0	-2.2	0.0	-1.7
COc1ccc(S(=O)(=O)Cc2ccc(C(=O)NCc3ccco3)o2)cc1	-4.2	-2.2	-9.7	-2.9	-8.0	4.3	8.7	0.0	-1.4
CCNS(=O)(=O)c1ccc2c(c1)NCC2	1.9	-0.3	-5.8	-0.2	-5.9	-12.9	4.8	12.4*	2.0
Cc1cccc(NC(=O)CCC(=O)N2CCOCC2)n1	-2.5	x	x	x	3.1	x	-0.5	-0.1	-1.3
CNC(=S)N/N=C/c1c(Cl)cccc1Cl	-0.4	-1.0	-4.5	3.7	11.9	-3.1	-6.2	-0.1	1.3
CC1=[N+](CC(=O)c2ccccc2)CCn2cccc21	2.4	49.0*	-8.3	4.6	-2.1	-3.1	16.9	0.0	1.9
COc1cccc(C(C(=O)NCC2CCCO2)N(C(=O)Cn2nnc3ccccc32)c2ccc(NC(C)=O)cc2)c1OC (centres undefined)	0.2	-2.5	-14.2	-4.8	-8.4	-3.8	13.0	0.0	1.8
Cc1cc(C)n2nc(C(=O)NNC(=O)c3ccc(Cl)cc3)nc2n1	-1.5	0.0	3.6	4.2	11.8	0.8	6.9	-0.1	-0.7
Cc1cc(C)c(S(=O)(=O)N2CCCC(C(=O)N3CCOCC3)C2)c(C)c1 (centres undefined)	-4.2	-1.0	7.2	-0.3	4.6	13.9	-1.9	-0.1	-0.1
COc1ccc(N(C)C(=O)c2cc3c(s2)-c2ccccc2OC3)c(OC)c1	1.8	1.1	-7.3	7.4	-9.7	0.3	-2.5	0.0	4.5
COC(=O)C1(CC2CC(c3ccncc3)=NO2)CCN(C(=O)OC(C)(C)C)CC1 (centres undefined)	1.1	-0.8	-0.6	0.8	7.5	-12.4	7.0	x	0.1
Cc1cc(C(=O)NC2CCCc3c2cnn3-c2ccc(C)c(C)c2)no1 (centres undefined)	-1.0	-1.2	16.4	0.7	9.0	7.7	0.8	0.0	0.3
O=C(COc1ccccc1)Nc1cccc(-c2nc3ccccc3[nH]2)c1	1.7	-0.8	1.1	-3.4	-6.8	-8.8	-14.4	-0.2	1.0

Additional entries follow.
SMILES	PP1 inh	TPT1 inh	EBNA-1 inhibitor	CTSL1 counter	ZTA DNA inh	HCV core dimer	PREPL inhibitor	Efflux pump inh	PP5 inh
COc1cc2c(C(=O)Nc3ccc4c(c3)OCO4)cn(CC(C)C)c(=O)c2cc1OC	0.1	19.1	4.3	4.0	7.6	4.1	-12.7	-0.1	0.9
Cc1ccc(-c2nnc(-c3cccnc3)o2)cc1	1.8	0.5	-13.4	0.2	1.4	3.3	16.4	0.2	1.9
Cc1ccc2[nH]c(C(=O)NN=C3CCCCC3)c(-c3ccccc3)c2c1	-1.8	2.7	0.9	0.1	5.2	6.3	11.6	0.0	1.4
CCNC(=S)NNC(=O)c1cccn(Cc2ccc(Cl)cc2)c1=O	-4.3	0.6	-12.1	-2.2	5.2	-4.2	6.5	0.1	1.7
COc1ccccc1NC(=O)C1=C(C)Nc2ncnn2C1c1cccs1 (centres undefined)	0.4	4.2	-3.6	-0.7	7.1	-2.4	1.4	0.0	0.4
O=C(c1cc(-c2ccc(Br)cc2)nc2ccccc12)N1CCN(c2ccccc2O)CC1	2.7	0.5	-7.8	1.0	17.0	12.6	-40.3	0.0	4.2
Cc1ccc(C)c(CNS(=O)(=O)c2ccc3c(c2)C(C)(C)C(=O)N3C)c1	-4.2	-1.6	-8.0	-1.6	1.1	2.6	6.8	0.1	1.7
CCOC(=O)c1sc(NC(=O)CSc2n[nH]c(-c3ccncc3)n2)c(C#N)c1C	3.4	-0.5	-0.6	1.6	-26.9	-0.3	10.0	-0.1	2.2
CCOc1ccc(NCCC#N)cc1	-3.3	-3.2	-1.4	-4.7	-3.5	2.9	-1.0	0.0	-1.5
Cc1cc(=O)n(Cc2ccccc2)c(O)c1C#N	2.9	11.9	-9.2	-6.6	1.4	-6.8	-5.6	0.2	0.8
Cc1onc(-c2c(Cl)cccc2Cl)c1C(=O)NCc1ccccn1	-1.3	1.1	6.6	0.3	10.3	0.5	0.5	-0.4	-1.6
